Screening data: PubChem, several laboratories
CatG inh: blocks human cathepsin G enzyme activity; purified enzyme, AMC-tetrapeptide fluorescence, pooled mixtures; 62,000 tested, 0.2% active; inhibition, % at 5 µM (by protocol); P08311;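 active = inhibition above 20% in each of the two mixture wells holding the compound; inactive = inhibition of 20% or less in either well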;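 also: 0% = enzyme control without mixture and 100% = blank lacking enzyme; strong numbers were not always called active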
JNK3 blocker: blocks human JNK3 kinase activity; P53779; purified JNK3 kinase activity, HTS; inhibition, % at 8 µM; 60,000 tested, 0.61% active; in the data active = inhibition above about 17%;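 also: 0% = DMSO and 100% = reference inhibitor; many of its hits are not listed in these tables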
PKA inh: inhibitors of human protein kinase A; P17612; PKA Kemptide phosphorylation, Kinase-Glo ATP luminescence; inhibition, % at 6 µM; 65,000 tested, 0.1% active; AID 524;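 active = inhibition above the screen-wide mean inhibition plus 3 SD, cut at about 21% in these data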; also: many of its hits are not listed in these tables
FXIa mix inh: inhibitors of human coagulation factor XIa, pooled mixtures | P03951 | purified FXIa, fluorogenic substrate | inhibition, % at 5 µM | 62,000 tested, 0.19% active;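 also: each value is inhibition by a whole ten-compound pool holding the compound; 0% = enzyme with no mixture and 100% = wells lacking enzyme; strong numbers were not always called active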
ROCK2 blocker: inhibitors of human Rho kinase 2; purified ROCK2, Kinase-Glo ATP depletion luminescence; inhibition, % at 6 µM; 60,000 tested, 0.35% active;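 active = inhibition above the screen-wide mean inhibition plus 3 SD, cut at about 18% in these data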;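 also: plate controls were DMSO wells for no effect and Y-27632 control wells after no-enzyme background subtraction for full effect; many of its hits are not listed in these tables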
Target sequence (O75116 whole entry, looked up): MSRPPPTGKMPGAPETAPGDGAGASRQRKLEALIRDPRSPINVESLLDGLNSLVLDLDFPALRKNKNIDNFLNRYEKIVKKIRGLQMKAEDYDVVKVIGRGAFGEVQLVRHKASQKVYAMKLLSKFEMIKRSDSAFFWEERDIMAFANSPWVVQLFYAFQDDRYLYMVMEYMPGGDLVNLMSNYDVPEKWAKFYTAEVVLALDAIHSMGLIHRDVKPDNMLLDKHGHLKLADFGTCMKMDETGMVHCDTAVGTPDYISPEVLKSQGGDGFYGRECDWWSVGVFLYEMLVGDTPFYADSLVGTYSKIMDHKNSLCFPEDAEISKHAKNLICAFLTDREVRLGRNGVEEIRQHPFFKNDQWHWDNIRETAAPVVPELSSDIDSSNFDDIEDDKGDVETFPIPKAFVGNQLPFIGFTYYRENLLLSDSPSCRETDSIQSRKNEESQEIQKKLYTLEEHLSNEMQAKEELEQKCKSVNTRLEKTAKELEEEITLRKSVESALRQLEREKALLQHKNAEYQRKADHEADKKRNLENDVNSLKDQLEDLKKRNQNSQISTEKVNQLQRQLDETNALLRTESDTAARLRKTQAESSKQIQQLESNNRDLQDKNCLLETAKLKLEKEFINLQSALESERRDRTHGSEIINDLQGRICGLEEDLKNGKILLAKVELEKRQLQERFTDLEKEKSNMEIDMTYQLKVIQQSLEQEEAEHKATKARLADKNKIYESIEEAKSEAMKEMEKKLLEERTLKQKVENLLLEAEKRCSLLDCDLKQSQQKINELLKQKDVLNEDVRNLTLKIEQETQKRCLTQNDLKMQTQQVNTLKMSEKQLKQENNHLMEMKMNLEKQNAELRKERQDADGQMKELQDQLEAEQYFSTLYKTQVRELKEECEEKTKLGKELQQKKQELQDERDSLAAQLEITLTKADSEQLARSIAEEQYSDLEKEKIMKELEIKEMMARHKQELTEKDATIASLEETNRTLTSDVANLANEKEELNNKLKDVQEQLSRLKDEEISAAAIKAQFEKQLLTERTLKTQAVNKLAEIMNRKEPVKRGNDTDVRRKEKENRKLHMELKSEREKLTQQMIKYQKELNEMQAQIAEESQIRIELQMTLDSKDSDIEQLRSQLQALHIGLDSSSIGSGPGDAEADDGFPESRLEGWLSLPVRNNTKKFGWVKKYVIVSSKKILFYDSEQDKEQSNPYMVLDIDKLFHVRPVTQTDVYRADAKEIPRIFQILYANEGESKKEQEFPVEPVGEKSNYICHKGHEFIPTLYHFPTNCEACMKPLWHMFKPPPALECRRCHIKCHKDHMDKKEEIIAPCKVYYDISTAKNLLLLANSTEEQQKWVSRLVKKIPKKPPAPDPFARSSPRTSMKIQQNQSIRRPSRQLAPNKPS
CatS inh: blocks human cathepsin S protease activity | P25774 | recombinant cathepsin S, AMC dipeptide fluorescence, pooled mixtures | inhibition, %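 (tested at 5 µM per compound within 10-compound mixtures)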 | 62,000 tested, 0.06% active | AID 501; in the data active = inhibition above about 32%, passing the limit was not always enough;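 also: 0% = enzyme without compound and 100% = blank without enzyme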
C1s inh: blocks human complement C1s protease activity | purified C1s, fluorogenic AMC substrate, pooled mixtures | mean inhibition % of two 10-compound mixtures (stronger effect = higher value), % at 5 µM (by protocol) | 62,000 tested, 0.16% active | AID 538;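 active = inhibition above 20% in each of the two 10-compound mixture wells holding the compound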;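 also: 0% = enzyme wells lacking compound mixture and 100% = no-enzyme blank wells; some compounds called inactive have numbers as strong as hits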
FXIIa inh mix: inhibitors of human coagulation factor XIIa, pooled mixtures | purified FXIIa, fluorogenic substrate | inhibition, % at 5 µM | 62,000 tested, 0.2% active | AID 684;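 also: 0% = enzyme without compound and 100% = no enzyme blank; some results filed as inactive read as strong as hits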
CatL block: inhibitors of human cathepsin L; AID 460; P07711; purified cathepsin L, fluorogenic substrate, fluorescence; inhibition, %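 (tested at 10 µM)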; 58,000 tested, 0.17% active; in the data active = inhibition above about 45%;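 also: 0% = enzyme with no compound and 100% = no enzyme blank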
* hit, by the source's call; x = no result given. Rule as the data show it, unless noted: active = inhibition above about 20% (passing the limit was not always enough); inactive = the rest.

Below each SMILES: CatG inh	JNK3 blocker	PKA inh	FXIa mix inh	ROCK2 blocker	CatS inh	C1s inh	FXIIa inh mix	CatL block
Cc1nc(N2CCCC2)c2ccsc2n1
→ 11	4	4	-3	4	20	5	14	14
Cc1cnc(-c2nnc(N(C)C(=O)C3CCCO3)s2)cn1 (centres undefined)
→ -12	3	7	3	-1	-5	-12	-19	-4
CCCNC(=O)c1ccccc1NS(=O)(=O)c1ccc(OC)c(OC)c1
→ 2	-2	8	6	5	-4	10	6	-6
N#CC1=C(SCC(N)=O)NC(=O)CC1c1ccccc1Cl (centres undefined)
→ -1	2	0	-7	-3	-5	-25	2	11
Cc1c(C(=O)O)oc2ccc(S(=O)(=O)N3CC(C)CC(C)C3)cc12 (centres undefined)
→ 9	-4	9	5	0	-5	13	8	-9
O=C(CSc1nnc(CNC(=O)c2cccs2)o1)c1ccc(Cl)cc1
→ 2	x	8	4	x	-4	-23	2	0
Cc1ccc(N2CC(C(=O)N3CCc4ccccc4C3)CC2=O)cc1 (centres undefined)
→ -6	-4	3	-5	3	7	-66	-12	11
Cc1ccc(CS(=O)(=O)CCC(=O)NCCN2CCCCC2C)cc1 (centres undefined)
→ 7	2	5	5	4	-11	0	4	0
O=C(c1c(Cl)nc2sccn12)N(C(=O)c1c(Cl)nc2sccn12)c1ccc(Cl)cn1
→ 9	x	-3	-3	x	-5	2	-19	-2
O=C(CNC(=O)c1ccco1)OCc1cccc(Cl)c1
→ 11	9	9	5	2	-3	10	3	10
Cc1ccc2c(C(=O)CN3CCN(c4ccccc4)CC3)c(C)[nH]c2c1
→ 11	-9	-1	8	-2	-5	13	-2	-9
C=C(C)Cn1c(N(CCO)Cc2ccccc2)nc2c1c(=O)[nH]c(=O)n2C
→ 6	x	x	2	x	0	3	-18	-5
Cc1cc(=O)n2nc(N3CCCC(C(=O)N4CCN(c5ccccc5)CC4)C3)sc2n1 (centres undefined)
→ 7	-1	-5	2	-2	4	14	-7	18
Cc1ccc(N(C(C)C(=O)Nc2ccc(S(=O)(=O)N3CCOCC3)cc2)S(C)(=O)=O)cc1 (centres undefined)
→ 1	-2	5	12	8	-3	6	3	-4
Nc1nc(F)nc2c1ncn2[C@@H]1O[C@H](CO)[C@@H](O)[C@@H]1O
→ -3	1	-2	2	2	-3	-3	6	-2
CCC(NC(=O)Nc1nnc(C(F)(F)F)s1)(C(F)(F)F)C(F)(F)F
→ x	-2	1	x	7	x	x	x	-7
CC1(C)CN(O)CCN1O
→ x	0	1	x	1	x	x	x	-23
Cc1ccc(-c2cc3nc(C)cc(NCc4ccco4)n3n2)cc1
→ 2	0	10	0	7	0	3	-3	-30
Cc1cc(C(N)=O)c2ccccc2n1
→ 5	-2	10	7	4	-5	2	1	-1
COc1ccc(CCN2CC3=C(C2=O)C(c2ccccc2)NC(=O)N3C)cc1OC (centres undefined)
→ -2	-12	3	3	0	-11	-40	-14	8
O=C(CCC(=O)N1CCc2ccccc21)N1CCc2ccccc21
→ 30	-2	-2	4	-4	-5	14	10	-8
CCOc1cccc2cc(-c3csc(NC(=O)CCC(=O)N4CCN(C)CC4)n3)c(=O)oc12
→ 10	2	2	8	4	-2	9	6	-2
O=C1c2ccccc2C(=O)N1Cc1ccco1
→ 9	3	11	4	6	-17	13	-17	3
O=C(CSc1nc2c(c(=O)n1-c1ccccc1)SCC2)N1CCOCC1
→ 8	6	-4	8	1	-2	15	2	-5
CCOc1ccc(C(=O)NC2CCN(S(=O)(=O)CC)CC2)cc1
→ 10	-3	-7	-1	-4	0	4	11	4
Cc1cccc(/N=C/c2c(O)n(-c3cc(Cl)ccc3N3CCOCC3)c(=O)c3ccccc23)n1
→ 1	-7	3	7	-2	22	-5	-3	4
O=C1c2ccccc2C(Nc2ccc(-c3nc4ccccc4[nH]3)cc2)N1Cc1ccco1 (centres undefined)
→ -9	-1	6	2	4	-6	-1	0	-54
Cc1c(NS(=O)(=O)c2ccc3c(c2)c(=O)n(C)c(=O)n3C)c(=O)n(-c2ccccc2)n1C
→ 7	x	7	5	x	0	4	4	-5
CCCn1c(=O)c2ccccc2n2c(SCCOc3ccc(OC)cc3)nnc12
→ 1	1	10	3	3	25	-11	-15	18
COc1cc(-c2noc(CCC(N)=O)n2)cc(OC)c1OC
→ 9	-2	8	0	10	-2	-2	0	2

Additional structures
Below each SMILES: CatG inh	JNK3 blocker	PKA inh	FXIa mix inh	ROCK2 blocker	CatS inh	C1s inh	FXIIa inh mix	CatL block
CCOc1cc(C2C(C(=O)OC)=CN(C3CCCC3)C=C2C(=O)OC)cc(Br)c1O
→ -7	2	12	2	5	16	-16	10	-12
CN(C)c1ccc(C(=S)N2CCOCC2)cc1
→ 9	-5	1	4	-1	-2	16	4	-4
COc1ccc(N(C(=O)c2ccco2)C(C(=O)NC2CCCC2)c2ccc(N(C)C)cc2)cc1 (centres undefined)
→ 4	-10	-11	7	-2	2	-25	16	x
O=C(CSc1nnc(CNC(=O)c2ccco2)o1)NC1CCCC1
→ 4	x	-10	5	x	3	3	-2	-6
O=C(Nc1ccc(N2CCCCC2)c(C(=O)O)c1)c1ccco1
→ 12	3	7	9	17	0	17	1	6
CN(C)CCNc1nc2c(c(=O)[nH]c(=O)n2C)n1CC(O)COc1ccc(Cl)cc1Cl (centres undefined)
→ -2	1	-4	6	-1	5	-5	5	-7
CSc1ncccc1C(=O)OCn1nnc2ccccc2c1=O
→ -15	7	12	-10	6	-8	-38	8	x
Nc1c(NCCN2CCOCC2)c2ccccc2oc1=O
→ 9	2	9	-2	9	6	-11	3	12
CC(=O)Nc1cccc(Oc2ccc(-c3noc(C)n3)cc2)c1
→ 10	x	6	5	x	6	14	9	14
O=C(NCc1ccco1)C1CCN(S(=O)(=O)c2cccc3cccnc23)CC1
→ 0	2	0	10	-1	18	1	-8	6
CCOC(=O)N1CCN(CC(O)c2ccc3c(c2)CCN3)CC1 (centres undefined)
→ -4	-1	0	6	-7	-20	-9	-15	-6
Cc1sc(NC(=O)CCCC(=O)O)c(C#N)c1C
→ -7	3	-1	11	1	-5	0	3	-4
CCOC(=O)C1CCN(C(=O)Cc2cccs2)CC1
→ -1	6	3	4	6	-3	-1	-3	-5
CCOC(=O)c1cc(NC(=O)N2CCCc3ccccc32)c(C)nc1C
→ -1	5	4	9	4	12	-1	5	8
COc1cccc(NC(=O)N2CCN(c3ccc(C(F)(F)F)cn3)CC2)c1
→ -1	5	-3	7	1	-1	-5	-19	2
Cc1ccc(C(=O)Nc2cnc3sc(C)nn3c2=O)cc1
→ 7	5	9	-5	6	20	-17	3	-5
COc1cc(OC)c(OC)cc1CN1CCCC(C(=O)N2CCCCC2)C1 (centres undefined)
→ 13	3	-1	3	0	0	16	5	-9
O=C(CCN1C(=O)c2ccccc2C1=O)OCn1nnc2ccccc2c1=O
→ 10	x	11	7	x	1	-3	5	-2
COc1cccc(Cn2c(NCc3ccco3)nc3c2c(=O)n(C)c(=O)n3C)c1
→ x	-4	4	x	2	x	x	x	-6
O=C(Cn1nc(C(=O)O)c2ccccc2c1=O)NCC1CCCO1 (centres undefined)
→ 8	x	10	3	x	2	10	-5	10
O=C(C1CCC(C(=O)N2CCCC2)CC1)N1CCCC1 (centres undefined)
→ 11	3	12	3	4	2	13	5	-7
Cc1ccc(S(=O)(=O)N(Cc2ccc(F)cc2)Cc2ccco2)cc1
→ 8	-6	-9	10	-6	-5	14	-11	x
N#Cc1c[nH]n2c(=O)cc(Cc3ccccc3)nc12
→ 4	3	7	2	1	-4	0	-3	17
O=C(NCc1ccco1)c1noc2c1CCCCC2
→ 0	3	9	0	9	4	0	8	2
CC(C)N1C(=O)CCC1C(=O)NCc1ccccc1Cl (centres undefined)
→ -1	-3	-2	2	1	-1	-1	-3	x
COc1ccc2c(c1)c(=O)oc1cc(OCC(=O)N3CCCC(C)C3)ccc12 (centres undefined)
→ -9	-3	10	-5	6	4	-35	1	-15
CC(O)CCC(=O)NCCNC(=O)CCC(C)O (centres undefined)
→ -10	1	7	-1	4	16	9	4	14
CCOC(=O)CSc1nnc(-c2ccoc2C)n1-c1ccc(OCC)cc1
→ 14	4	-3	13	-3	7	16	-16	25
O=C1c2oc3ccc(F)cc3c(=O)c2C(c2ccc(F)cc2)N1CCCN1CCOCC1 (centres undefined)
→ 7	-4	1	-1	-5	-1	0	12	-3
Cc1ccc2c(c1)N(CC(=O)N1CCCc3ccccc31)C(=O)CO2
→ 0	-7	-2	11	-2	11	-8	3	x

Already shown: entries from further up.
Below each SMILES: CatG inh	JNK3 blocker	PKA inh	FXIa mix inh	ROCK2 blocker	CatS inh	C1s inh	FXIIa inh mix	CatL block
Cc1nc(N2CCCC2)c2ccsc2n1
→ 11	4	4	-3	4	20	5	14	14
Cc1cnc(-c2nnc(N(C)C(=O)C3CCCO3)s2)cn1 (centres undefined)
→ -12	3	7	3	-1	-5	-12	-19	-4
CCCNC(=O)c1ccccc1NS(=O)(=O)c1ccc(OC)c(OC)c1
→ 2	-2	8	6	5	-4	10	6	-6
N#CC1=C(SCC(N)=O)NC(=O)CC1c1ccccc1Cl (centres undefined)
→ -1	2	0	-7	-3	-5	-25	2	11
Cc1c(C(=O)O)oc2ccc(S(=O)(=O)N3CC(C)CC(C)C3)cc12 (centres undefined)
→ 9	-4	9	5	0	-5	13	8	-9
O=C(CSc1nnc(CNC(=O)c2cccs2)o1)c1ccc(Cl)cc1
→ 2	x	8	4	x	-4	-23	2	0
Cc1ccc(N2CC(C(=O)N3CCc4ccccc4C3)CC2=O)cc1 (centres undefined)
→ -6	-4	3	-5	3	7	-66	-12	11
Cc1ccc(CS(=O)(=O)CCC(=O)NCCN2CCCCC2C)cc1 (centres undefined)
→ 7	2	5	5	4	-11	0	4	0
O=C(c1c(Cl)nc2sccn12)N(C(=O)c1c(Cl)nc2sccn12)c1ccc(Cl)cn1
→ 9	x	-3	-3	x	-5	2	-19	-2
O=C(CNC(=O)c1ccco1)OCc1cccc(Cl)c1
→ 11	9	9	5	2	-3	10	3	10
Cc1ccc2c(C(=O)CN3CCN(c4ccccc4)CC3)c(C)[nH]c2c1
→ 11	-9	-1	8	-2	-5	13	-2	-9
C=C(C)Cn1c(N(CCO)Cc2ccccc2)nc2c1c(=O)[nH]c(=O)n2C
→ 6	x	x	2	x	0	3	-18	-5
Cc1cc(=O)n2nc(N3CCCC(C(=O)N4CCN(c5ccccc5)CC4)C3)sc2n1 (centres undefined)
→ 7	-1	-5	2	-2	4	14	-7	18

More structures:
Below each SMILES: CatG inh	JNK3 blocker	PKA inh	FXIa mix inh	ROCK2 blocker	CatS inh	C1s inh	FXIIa inh mix	CatL block
COc1ccc(C2CC(c3ccccc3)Nc3nc(N)nn32)cc1 (centres undefined)
→ x	2	5	x	14	x	x	x	-2
COc1cccc(C(CC(=O)NCCN2CCOCC2)NS(=O)(=O)c2ccc(C)cc2)c1OC (centres undefined)
→ 7	-1	-5	9	-1	10	6	3	20
CC(C)Cn1c(SCC(=O)NC2CCCc3ccccc32)nc(O)cc1=O (centres undefined)
→ -2	x	4	6	x	13	-7	3	-3
CCCNC(=O)CS(=O)Cc1nc(-c2ccc(OC)cc2)oc1C (centres undefined)
→ -5	-5	0	4	1	0	-8	-1	x
CCCCCn1c(CN(C)Cc2ccccc2)nc2c1c(=O)n(C)c(=O)n2C
→ 15	3	-6	4	-8	-10	18	11	1
Cc1cc(OCC(=O)NCc2nc(-c3ccccc3)no2)c(C)cc1Br
→ 9	5	13	8	9	-2	12	0	2

Part of the list above, as a markdown table.
| smiles | CatG inh | JNK3 blocker | PKA inh | FXIa mix inh | ROCK2 blocker | CatS inh | C1s inh | FXIIa inh mix | CatL block |
| --- | --- | --- | --- | --- | --- | --- | --- | --- | --- |
| CCCCCn1c(CN(C)Cc2ccccc2)nc2c1c(=O)n(C)c(=O)n2C | 15 | 3 | -6 | 4 | -8 | -10 | 18 | 11 | 1 |
| CCCNC(=O)CS(=O)Cc1nc(-c2ccc(OC)cc2)oc1C (centres undefined) | -5 | -5 | 0 | 4 | 1 | 0 | -8 | -1 | x |
